Bioassay records deposited in PubChem by National Center for Advancing Translational Sciences (NCATS).
PI4K2A inh: qHTS for small molecular inhibitors of PI4K2A; purified PI4K2A, ADP-Glo luminescence, 1 h; hits give low values; activity change, negative = inhibition, % at 76.9 µM; 0.13% of 420,000 active; AID 1346378, 2018; in the data active = activity change below about -50%; inconclusive = mostly about -30% to -49%;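 note: -100% = wells without enzyme as full effect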
Target sequence (Q9BTU6 whole entry, looked up): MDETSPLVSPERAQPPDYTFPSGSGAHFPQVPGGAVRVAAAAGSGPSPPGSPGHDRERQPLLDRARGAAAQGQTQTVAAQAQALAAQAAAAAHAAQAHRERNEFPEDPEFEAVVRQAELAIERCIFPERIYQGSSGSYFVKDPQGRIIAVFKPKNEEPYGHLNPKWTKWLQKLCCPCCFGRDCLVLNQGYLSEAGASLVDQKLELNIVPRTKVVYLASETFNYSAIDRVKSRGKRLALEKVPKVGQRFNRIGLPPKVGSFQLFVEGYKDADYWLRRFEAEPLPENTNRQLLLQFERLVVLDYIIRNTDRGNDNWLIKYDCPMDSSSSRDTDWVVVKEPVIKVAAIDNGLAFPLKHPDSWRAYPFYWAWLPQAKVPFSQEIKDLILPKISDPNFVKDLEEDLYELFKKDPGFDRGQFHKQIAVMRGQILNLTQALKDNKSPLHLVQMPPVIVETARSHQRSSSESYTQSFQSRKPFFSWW
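In this quantitative HTS, ADP production by PI4K2A was quantified luminescently after 1 h at ambient temperature; 100 microM adenosine served as plate-quality control.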
G9a inh: qHTS Assay for Inhibitors of Histone Lysine Methyltransferase G9a; AID 504332, 2011; G9a H3K9 monomethylation, AlphaScreen, 2 h; Potency, µM (top dose mostly 102 µM), for inactives: at the top dose activity, negative = inhibition, usual class: inhibitors; 8.8% of 350,000 active; note: potency is the fitted concentration of half-maximal effect; % is set by controls: 0 for no effect and ±100 for the full control effect; nearly all actives have a fitted effect of over 75% in size
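Methyltransferase reactions run at room temperature for 2 h (20 nM enzyme, 500 nM biotin-H3K9 peptide, 20 uM SAM) after a 15 min compound preincubation; product detected by AlphaScreen beads and anti-H3K9me1 antibody.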
PGK inhibitor: qHTS Assay to Find Inhibitors of Phosphoglycerate Kinase. Phosphoglycerate kinase, glycosomal (Trypanosoma brucei brucei), P07378. PGK/GAPDH coupled, Kinase-Glo luminescence, 60 min. Potency, µM (top dose mostly 57.5 µM), inactives show at the top dose activity change, negative = inhibition, hits mostly inhibitors. 0.043% of 380,000 active. AID 602233, 2012; note: potency is the fitted concentration of half-maximal effect; % is set by controls: 0 for no effect and ±100 for the full control effect; nearly all actives have a fitted effect of over 60% in size
Target sequence (P07378 whole entry, looked up): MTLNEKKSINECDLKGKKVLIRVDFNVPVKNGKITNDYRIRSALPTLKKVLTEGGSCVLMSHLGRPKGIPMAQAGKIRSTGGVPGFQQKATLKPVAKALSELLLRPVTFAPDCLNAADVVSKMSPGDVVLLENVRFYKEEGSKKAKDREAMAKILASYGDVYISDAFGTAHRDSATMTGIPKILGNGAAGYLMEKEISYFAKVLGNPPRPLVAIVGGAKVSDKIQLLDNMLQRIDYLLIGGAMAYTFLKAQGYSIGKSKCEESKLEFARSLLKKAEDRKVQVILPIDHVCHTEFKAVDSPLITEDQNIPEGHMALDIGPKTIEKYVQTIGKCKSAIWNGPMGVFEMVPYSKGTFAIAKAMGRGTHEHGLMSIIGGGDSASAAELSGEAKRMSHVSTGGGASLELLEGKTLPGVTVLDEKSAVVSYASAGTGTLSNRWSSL
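Luminescent ATP detection (Kinase-Glo Plus) follows a 60-minute room-temperature incubation, with wells lacking PGK as controls. Buffer: 100 mM TEA (pH 7.6), 5 mM MgCl2, 0.01% Tween-20. Coupling enzyme GAPDH (100 nM final) supplies unstable 1,3-BPG in-well.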
JMJD2A Tudor: qHTS Assay for Inhibitors of JMJD2A-Tudor Domain | AID 504339, 2011 | Potency, µM (titrated, usually from 114 µM), inactives show at the top dose activity change, negative = inhibition, usual class: inhibitors | AlphaScreen JMJD2A-Tudor / H3K4me3 peptide binding | 4.4% of 390,000 active; note: potency is the fitted concentration of half-maximal effect; % is set by controls: 0 for no effect and ±100 for the full control effect; nearly all actives have a fitted effect of over 50% in size
HP1b chromo inh: HTS for Inhibitors of HP1-beta Chromodomain Interactions with Methylated Histone Tails. Chromobox protein homolog 1 (Homo sapiens), P83916. AlphaScreen HP1-beta / biotin-H3K9me3 peptide binding. Potency, µM (top dose mostly 114 µM), for inactives: at the highest dose activity change, negative = inhibition, hits mostly inhibitors. 0.56% of 390,000 active. AID 540317, 2011; note: potency is the fitted concentration of half-maximal effect; nearly all actives have a fitted effect of over 70% in size; inactives centre near 23
Target sequence (P83916 whole entry, looked up): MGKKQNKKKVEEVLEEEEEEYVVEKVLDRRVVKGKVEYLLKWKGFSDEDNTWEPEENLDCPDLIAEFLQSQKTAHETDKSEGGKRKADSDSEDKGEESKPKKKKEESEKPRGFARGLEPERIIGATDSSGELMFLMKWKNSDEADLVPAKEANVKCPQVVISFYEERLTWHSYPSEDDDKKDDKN
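Compound inhibition of the preformed complex between 50 nM HP1-beta and 50 nM biotinylated H3K9me3 peptide was read by AlphaScreen. Buffer was PBS pH 7.4 with 0.01% Tween-20. Incubations ran 30 min at room temperature, with 10 ug/mL donor/acceptor beads.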
GLS inhibitor: qHTS for Inhibitors of Glutaminase (GLS); 0.21% of 410,000 active; AID 624170, 2012; GLS enzymatic activity, qHTS titration; Potency, µM (doses to about 45.5 µM), without a hit: at the highest dose activity change, negative = inhibition, usual class: inhibitors; Glutaminase kidney isoform, mitochondrial (Homo sapiens), O94925; note: potency is the fitted concentration of half-maximal effect; % is set by controls: 0 for no effect and ±100 for the full control effect
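Two-point fluorescence kinetic (t0, 30 min RT) for hKGA; glutamate detected via glutamate oxidase–HRP–Amplex Red. Substrate: 1 mM L-glutamine solution; buffer 45 mM KH2PO4, pH 8.2.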
BAZ2B block: qHTS Assay for Inhibitors of BAZ2B; Bromodomain adjacent to zinc finger domain protein 2B (Homo sapiens), Q9UIF8; AlphaScreen BAZ2B-H3K14Ac peptide displacement; Potency, µM (highest dose often 114 µM), without a hit: top-dose activity change, negative = inhibition, actives largely listed as inhibitors; 4.4% of 360,000 active; note: potency is the fitted concentration of half-maximal effect; % is set by controls: 0 for no effect and ±100 for the full control effect; nearly all actives have a fitted effect of over 60% in size
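BAZ2B 50 nM plus b-H3(5-23)K14Ac 50 nM, PBS pH 7.4/0.01% Tween-20, 30 min RT; compound added (max 110 uM), 30 min RT; streptavidin donor/Ni-chelate acceptor beads 10 ug/mL final, 20 min dark; AlphaScreen read.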
ERG Ets-DNA blk: qHTS for Small Molecule Inhibitors of the ERG Ets/DNA interaction; Transcriptional regulator ERG (Homo sapiens), P11308; fluorescence polarization, His-ERG Ets domain / labelled DNA; Potency, µM (series often up to 76.9 µM), for inactives: at the top dose FP activity, negative = inhibition, usual class: inhibitors; 0.028% of 370,000 active; AID 624246, 2012; active = well fitted inhibition curve with a large enough effect in the polarisation, with a control signal flat; inconclusive = small, poorly fitted or top-dose-only effect, or effect the other way, or a change in a side signal; inactive = no such curve, though single readings can be large or run the other way; the % refers to the polarisation;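 note: polarization taken with two DNA probes labelled with fluorescein and Texas red; potency is the fitted concentration of half-maximal effect; % of control where 0% means no effect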
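His-tagged ERG Ets domain (1 uM in the protein solution; 300mM KCl, 50mM Tris-HCl, 1mM EDTA, 1mM DTT, pH 7.5) received compound, then a probe mix of 5 nM fluorescein-DNA and 100nM Texas-615-DNA. Fluorescence polarization was read for both dyes.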
Pin1 inh: qHTS Assay to Find Inhibitors of Pin1; Potency, µM (titrated, usually from 115 µM), inactives show at the highest dose activity, negative = inhibition, hits mostly inhibitors; 0.009% of 390,000 active; Pin1 FP peptide displacement, HiFluor488, 10 min; active = well fitted inhibition curve with a large enough effect in the polarisation, with a control signal flat, not every such curve was filed as active; inconclusive = small, poorly fitted or top-dose-only effect, or effect the other way, or a change in a side signal; inactive = no such curve, though single readings can be large or run the other way; the % refers to the polarisation; note: potency is the fitted concentration of half-maximal effect; % is set by controls: 0 for no effect and ±100 for the full control effect
* marks the source's active call; other numbers are inactive results; i = inactive; ? = inconclusive; . = not tested or not shown; & = joins results of further samples; ! = not active in a repeat; [ ] = dose if it differs, or a comment. Unless noted, calls come from the whole dose curve; as a rule, active = well fitted curve in the direction sought with a large enough effect; inconclusive = small, poorly fitted or top-dose-only effect, or another doubt; inactive = no such curve, though single readings can be large; an effect the other way counts as inactive or inconclusive. Random draw from the library; overall some 11% were active at least once.

SMILES	PI4K2A inh	G9a inh	PGK inhibitor	JMJD2A Tudor	HP1b chromo inh	GLS inhibitor	BAZ2B block	ERG Ets-DNA blk	Pin1 inh
COc1ccc(NC(=O)CCS(=O)(=O)c2ccc3c(c2)oc(=O)n3C)cc1	0	8%	-7%	-30%	14%	-24%	50µM*	3%	-5%
c1ccc(NCCc2ccccn2)cc1	2	.	3%	-17%	5%[57 µM]	30%	.	5%	-1%
O=C(CSc1nn(-c2ccccc2)c(=S)s1)Nn1cnnc1	-4	-3%[59 µM]	2%	-11%	11%	16%	-4%	3%	-2%
O=[N+]([O-])/C=C1\C=CC=CN1Cc1ccc(Cl)cc1	-4	-1%[2.33 µM]	0%	2%	19%	-2%	4%	-14%	-7%
CCCCOC(=O)c1ccc(NC(=O)CSC2=Nc3ccccc3C3CC=NN23)cc1 (stereo unspecified)	-9	-37%[59 µM]	i	-9%	50%[activator]	-11%	-2%	0%	11%
Cc1cc2nc[nH]c2cc1[N+](=O)[O-]	2	-31%	i	9%	30%	-5%	-2%	-8%	-25%
O=C(Nc1cccnc1)c1cccc(S(=O)(=O)N2CCOCC2)c1	5	4%[59 µM]	0%	-17%	10%	0%	-4%	7%	2%
CCOc1ccc(-c2nc(CSCC(=O)NCc3ccco3)c(C)o2)cc1	-3	-6%[12.7 µM]	-1%	-33%	-8%	0%	?	-9%	-6%
C=C1CN(CC(=O)OC)S(=O)(=O)c2ccccc21	-6	-11%[59 µM]	4%	89µM*!	-17%&38%	1%	-7%	13%	1%&-4%
O=C(NCCCN1CCOCC1)c1ccccc1NS(=O)(=O)c1ccc(F)cc1	1	-44%	-2%	8%	24%	-10%	-13%	-7%	1%
COc1ccccc1NS(=O)(=O)c1cccc(NC(=O)NC2CCCCC2)c1	-2	16%	-6%	-2%	27%	8%	7%	-2%	-1%
O=C(CN1C(=O)NC2(CCCC2)C1=O)Nc1cccc(Cl)c1	3	5%	0%	-5%	26%	-13%	5%	-3%	-6%
FC(F)(F)c1cccc(-c2ccc(/C=N/Nc3nncc(-c4ccccc4)n3)o2)c1	5	11%	0%	-20%	19%	0%	-22%	-1%	4%
N#Cc1nc(Cc2cccc3ccccc23)oc1N1CCC(C(N)=O)CC1	-6	-14%[59 µM]	-6%	-35%	-4%	15%	-39%	-4%	1%
CCOc1ccc(C(=O)NCC(=O)NCCCn2nc(C)cc2C)cc1OCC	3	-3%	-2%	2%	45%[activator]	-2%	3%	-8%	-11%
COC(=O)CCCC[C@@H]1SC[C@@H](NC(=O)OC)[C@@H]1NC(=O)OC	-1	17%[59 µM]	-5%	-6%[57.1 µM]	54%[activator]	-5%	1%	2%	2%
COc1ccc(C(O)P(=O)(OCC(C)C)OCC(C)C)c(OC)c1 (stereo unspecified)	-4	0%[59 µM]	i	-19%	25%	1%	3%	-7%	1%
CC(=O)c1cccc(S(=O)(=O)N2CCCC(c3nc4c(nnn4Cc4cccc(Cl)c4)c(=O)[nH]3)C2)c1 (stereo unspecified)	-11	-15%	-2%	-22%	24%	-8%	-26%	-2%	19%
COc1ccccc1N1CCN(C(=O)CSc2nnc3c4ccccc4n(CC(=O)O)c3n2)CC1	5	-51%	i	-8%	8%	-7%	-24%	-5%	-4%
C/C(=N\O)C1CC(CC(=O)O)C1(C)C (stereo unspecified)	2	13%	-10%	-14%	29%	-1%	-3%	9%	-3%
COc1ccc(O)c(C2=Nc3ccccc3N=C(c3ccco3)C2)c1	-2	5%[0.501 µM]	6%	-10%	2%	6%	-8%	-14%	8%
O=C(CN1C(=O)COc2ccccc21)NC1CCCC1	0	0%	i	-7%	24%	3%	8%	-5%	-6%
CC(=O)N1c2c(ccc3ccccc23)C(C)CC12CCCCC2 (stereo unspecified)	0	15%[59 µM]	i	5%	45%[activator]	1%	-3%	-9%	6%
CC1(C)CC[C@]2(C(=O)O)CC[C@]3(C)C(=CCC4[C@@]5(C)CC[C@H](O)C(C)(C)C5[C@H](O)C[C@]43C)[C@@H]2C1 (stereo partly specified)	3	.	-2%	-21%	9%	12%	.	2%	-3%
CC(=O)c1c[nH]c(C(=O)NCc2ccccc2Cl)c1	3	12%	0%	-10%	24%	16%	0%	-7%	0%
COc1ccc(C2C(C#N)=C(N)Oc3n[nH]c(C)c32)cc1Cn1cc([N+](=O)[O-])cn1 (stereo unspecified)	-15	.	0%	-28%	12%	26%	-11%	-17%	3%
CCc1c(C)nc2ncnn2c1Nc1ccc(C)cc1	3	11%	-2%	-6%	29%	-11%	-3%	-10%	-6%
COc1c(S(=O)(=O)Nc2cccnc2)ccc(Cl)c1Cl	4	11%	-11%	-2%	48%[activator]	-19%	-2%	4%	3%
N#CC1=C(SCC(=O)NCc2ccccc2)NC(=O)CC1c1ccco1 (stereo unspecified)	2	?	-11%	-27%[11.4 µM]	?	?	-3%	1%	-13%
O=C(C1CCCO1)N1CCN(Cc2c(O)ccc3ccccc23)CC1 (stereo unspecified)	8	1.4µM*	-2%	79µM*	-32%	31%[activator]	5%	-6%	0%
Cc1ccc(C2=N/C(=C\N(C)C)C(=O)O2)cc1	-4	?	i	-21%	9%	-8%	-38%	1%	-3%
CC(=O)NC(Cc1cccc(F)c1)C(=O)NC1CCN(C(=O)Nc2ccccc2)CC1 (stereo unspecified)	2	-1%	6%	-18%	9%	2%	0%	6%	3%
Cc1ccc(OCC(=O)NNC(=O)Cc2ccc(S(=O)(=O)N3CCOCC3)s2)cc1	-3	21%[12.7 µM]	-9%	-23%	2%	10%	-7%	-12%	?
CC1(C)CC(=O)C2=C(C1)c1c(ccc3ccccc13)NC2c1ccc(Br)o1 (stereo unspecified)	3	-10%[12.7 µM]	-5%	-11%[11.4 µM]	-15%	-1%	7%	5%	13%
CCOC(=O)c1sc(NC(=O)CSc2nncs2)c(C(=O)OCC)c1C	-15	5%[59 µM]	-7%	12%	52%[activator]	2%	-3%	-2%	?
CN(c1ccc(C(=O)N2CCN(c3ccccc3F)CC2)cc1)S(=O)(=O)c1ccccc1	1	22%	2%	-15%	12%	5%	-4%	-4%	3%
CC(C)CCOc1ccc(C(=O)NCC(c2ccco2)N(C)C)cc1 (stereo unspecified)	-1	50µM*	7%	-28%	-8%	14%	-4%	-3%	2%
Cc1ccc(O)c(C(=O)CC(=O)c2cccc(F)c2)c1	-4	3%[12.7 µM]	-6%	-18%[11.4 µM]	22%	-3%	-32%	-6%	-2%
COc1ccc(N(C(=O)c2cccc(C)c2)S(=O)(=O)c2ccc3c(c2)n(C)c(=O)n3C)cc1	0	?	-1%	-24%	-1%	-3%	?	1%	?
CCc1nc(SCC(=O)N2CCCc3ccccc32)c2oc3ccccc3c2n1	3	.	11%	20%	43%[activator]	.	1%	0%	8%
CC1CCN(C(=O)c2ccccc2NC(=O)Nc2ccccc2)CC1	-3	14%	-4%	-8%	50%[activator]	-12%	-16%	4%	-9%
CC(=O)Nc1ccc(S(=O)(=O)NC(CC(=O)NCCC2=CCCCC2)C(C)C)cc1 (stereo unspecified)	0	9%	-8%	-25%[11.4 µM]	55%[activator]	-11%	1%	-15%	4%
COc1ccc(S(=O)(=O)N2CCOCC2)cc1NC(=O)Cc1c(Cl)cccc1Cl	5	10%[59 µM]	-12%	4%	39%	-4%	-3%	7%	15%
O=C(CCl)N(CCCNC(=O)C(F)(F)F)c1ccc([N+](=O)[O-])cc1	10	.	i	-10%	11%	39%[activator]	-7%	6%	-14%
CCC(C(=O)NCCCc1ccccc1)n1nc(C)c2c(C)n(-c3ccccc3)nc2c1=O (stereo unspecified)	5	.	-6%	-27%	42%[activator]	-1%	-5%	3%	-8%
Cc1ccccc1Nc1cc(C(=O)NC2CCCCC2)c2ccccc2n1	3	25%[59 µM]	i	-10%	35%	-5%	.	0%	11%
Nc1cccc2nsnc12	-4	11µM*	-5%	-15%	-7%	0%	-5%	14%	3%
CC1CCCN(CCCNC(=O)C2CC(=O)N(c3ccc(F)c(Cl)c3)C2)C1 (stereo unspecified)	1	-2%[12.7 µM]	-10%	-13%	18%	2%	0%	-9%	-5%
Cc1cc(C)n(-c2nc(C)nc(NCc3ccccc3)n2)n1	4	?	i	-19%	43%[activator]	-10%	-5%	10%	-1%

Gathered by group: the compounds so far containing a CF3 group.
SMILES	PI4K2A inh	G9a inh	PGK inhibitor	JMJD2A Tudor	HP1b chromo inh	GLS inhibitor	BAZ2B block	ERG Ets-DNA blk	Pin1 inh
FC(F)(F)c1cccc(-c2ccc(/C=N/Nc3nncc(-c4ccccc4)n3)o2)c1	5	11%	0%	-20%	19%	0%	-22%	-1%	4%
O=C(CCl)N(CCCNC(=O)C(F)(F)F)c1ccc([N+](=O)[O-])cc1	10	.	i	-10%	11%	39%[activator]	-7%	6%	-14%
